Compound activity from PubChem BioAssay.
XIAP displacement – XIAP antagonists, biochemical, IAP family, fluorescence polarization (AID 1018) | XIAP BIR domain, fluorescence polarization peptide displacement; higher % means a stronger effect | one-dose displacement, % at 20 µM; IC50 in µM for titrated hits | 200,000 tested, 0.007% active; in the data active = displacement above about 50%; note: a part of the inactive calls stands beside numbers as strong as those of hits
MT stabilize HCS – microtubule stabilization, imaging screen; HeLa tubulin immunostaining HCS, 24 h; share of cells brighter than vehicle mean+2SD; % tubulin-high responders, % at 10 µM; 200,000 tested, 0.83% active;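 active = plate Z-score above 3 for both tubulin-high and condensed-nucleus cell shares, with cell loss under 80%, at 10 µM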;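 note: anti alpha tubulin signal scored within the nucleus-defined area of each cell; some results filed as inactive read as strong as hits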
WT yeast gro inh – growth inhibition of WT yeast, mitochondrial fusion screen. mitochondrial fusion phenotypic screen, WT strain. inhibition, % at 10 µM. 190,000 tested, 2.1% active. AID 1362; in the data active = inhibition above about 58%; tested in S. cerevisiae
Lipid droplet – modulators of hepatic lipid droplet formation. AML12 mouse hepatocytes, oleate lipid droplets, BODIPY imaging. inhibition, % at 6.5 µM. 240,000 tested, 0.4% active. AID 1656;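 active = lipid droplet intensity inhibited by at least 50%, with more than 500 cells counted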
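material = mouse AML12 hepatocyte cell line, fixed after treatment | also added = 100 µM oleic acid challenge | doses = compound at 6.5 µM only | schedule = overnight exposure | technique = Image-based BODIPY and DAPI two-channel analysis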
Insulin prom up – MIN6 insulin promoter up-regulation; MIN6 insulin promoter-GFP reporter, high-content imaging; active compounds read high; z-score at 5 µM; 190,000 tested, 0.3% active;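 active = z-score above 3 at 5 µM with at least 500 cells counted in the well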
b-catenin transl – modulators of beta-catenin nuclear translocation. HeLa beta-catenin nuclear translocation, immunofluorescence imaging. nuclear translocation activity, % at 5 µM. 190,000 tested, 0.3% active;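 active = nuclear translocation activity above 50% at 5 µM, with a well cell count of 50 or more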;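 note: per-cell ratio of nuclear to cytoplasmic median beta-catenin stain intensity; plate controls were DMSO negative control for no effect and GSK-3 inhibitor IX positive control for full effect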
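Read-out: Nuclear/cytoplasmic beta-catenin signal ratio, % activation | Assay system: Human HeLa cell line | Times: 24 h compound exposure at 37°C, 5% CO2 | Signal: Fluorescence imaging of beta-catenin antibody stain plus DAPI | Dosing: 5 µM primary, 0.02–20 µM confirmation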
CSM14.1 death rescue – rescue of cells from ER stress-induced death, primary screen, 384-well, CSM14.1, thapsigargin, ATP luminescence (AID 1222) | CSM14.1 thapsigargin-induced death rescue, ATP luminescence; higher % means a stronger effect | cellular ATP content (survival), % at 20 µM, or EC50 in µM where a hit was titrated | 190,000 tested, under 10 active;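 active = EC50 below 50 µM in the dose-response confirmation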;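 note: death triggered by thapsigargin at about 15 µM added after 2 h compound pretreatment; cell ATP read after overnight thapsigargin exposure of roughly 18 to 22 hours; normalized against plate controls of thapsigargin alone and 5% DMSO vehicle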
Autophagy HCS – modulators of autophagy | calls only at 10 µM (by protocol) | 190,000 tested, 0.98% active | AID 463193 | MEF GFP-LC3 puncta imaging; test concentration mostly 10 µM;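 active = percentage of spot-positive cells more than 3 SD above its plate mean, without a fluorescence outlier flag or 80% toxicity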;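 note: spot-positive cell cutoff set from DMSO-treated cells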
Dynein transport – dynein cargo transport inhibition | z-score, hits read low | 220,000 tested, 0.47% active | 3617.4 mouse cells, GR-EGFP nuclear translocation imaging; test concentration mostly 20 µM; stimulated with dexamethasone, 1 µM; active compounds read low;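 active = plate z-score of nuclear minus cytoplasmic receptor signal below a set negative limit, without overly bright fluorescence or cell loss, cut at about -3.5 in these data, passing the limit was not always enough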;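 note: z-score of nuclear minus cytoplasmic ring GR-EGFP intensity difference per well; some compounds called inactive have numbers as strong as hits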
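Schedule: 48 h induction, then 1 h compound, then 30 min agonist, 37 °C. Buffer or medium: tetracycline-free induction medium containing charcoal-stripped FBS. Reagent: 1.0 µM final dexamethasone stimulus. Evaluation: nuclear versus cytoplasmic GR-EGFP signal, averaged per well. Signal: high-content fluorescence imaging after fixation.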
WT yeast gro inh mutant strain – second read-out of WT yeast gro inh, no call of its own (marks repeat the call); inhibition, %; mitochondrial fusion phenotypic screen, mutant strain inhibition
Dynein transport cytoplasmic EGFP – further read-out of Dynein transport, marked with its call; z-score; measured here: cytoplasmic GR-EGFP intensity; active compounds read high
Dynein transport nuclear GR-EGFP – also measured in Dynein transport; calls as there; z-score; measured here: nuclear GR-EGFP intensity;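 lower value marks the stronger effect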
Dynein transport cell count – further read-out of Dynein transport, marked with its call; z-score; measured here: cell count per field
Insulin prom up cell count – recorded beside Insulin prom up, whose call it bears; cell count; measured here: cytotoxicity, nuclei count;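 total cells summed across four imaged fields per well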
Lipid droplet cells 6.5 µM – second read-out of Lipid droplet, no call of its own (marks repeat the call); cell count; measured here: cell count, cytotoxicity flag;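 cells counted across two imaged fields per well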
b-catenin transl cell count 5 µM – recorded beside b-catenin transl, whose call it bears; cell count; measured here: cell count, cytotoxicity flag
MT stabilize HCS Hoechst-high % – recorded beside MT stabilize HCS, whose call it bears; % Hoechst-high responders; measured here: nuclear condensation Hoechst responders;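 share of cells brighter than vehicle mean plus two SD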
MT stabilize HCS cytotoxicity % – further read-out of MT stabilize HCS, marked with its call; toxicity, %; measured here: cytotoxicity by cell density;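 0% = mean cell density of plate MIN control wells and 100% = no cells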
Autophagy HCS cell loss 18 h – recorded beside Autophagy HCS, whose call it bears; toxicity, %; measured here: cell loss, nuclei count;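 cell loss after 18 h compound exposure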
* = called active by the depositor; i = inactive; nt = not tested or not shown. The order is random; 4% or so of the library scored in one or more.

SMILES	XIAP displacement	MT stabilize HCS	MT stabilize HCS Hoechst-high %	MT stabilize HCS cytotoxicity %	WT yeast gro inh	WT yeast gro inh mutant strain	Lipid droplet	Lipid droplet cells 6.5 µM	Insulin prom up	Insulin prom up cell count	b-catenin transl	b-catenin transl cell count 5 µM	CSM14.1 death rescue	Autophagy HCS	Autophagy HCS cell loss 18 h	Dynein transport	Dynein transport cytoplasmic EGFP	Dynein transport nuclear GR-EGFP	Dynein transport cell count
Cc1cc(NC(=O)CCC2COc3ccccc3O2)no1 (stereo not drawn)	-7.1%	3.6	2.8	6.7	-3	1	5	776	-0.23	1431	nt	nt	-1.4%	i	-6	-0.44	-0.27	-0.87	0.93
COc1ccc(C(C)=O)cc1COC(=O)c1cccc(N(C)C)c1	-3.7%	3.2	3.2	4.3	3	-2	nt	nt	0.29	1244	-4.5	927	nt	i	-3	0.88	-0.15	1.1	-0.42
COc1cc([N+](=O)[O-])cc2sc(NC(=O)C(C)(C)C)nc12	-3.3%	3.1	2.8	8.3	25	15	26	725	-1	1513	4.0	1517	-2.0%	i	19	0.27	-0.26	0.83	-0.15
CCOC(=O)C1=C(C)N=C2SCCC(=O)N2[C@@H]1/C=C/c1ccccc1	-0.9%	1.6	2.2	10	7	11	nt	nt	-0.51	1738	1.0	1313	-2.1%	i	2	-0.75	-0.2	-0.62	-0.063
CCCCn1c(CNC(C)=O)nc2ccccc21	-0.2%	4.0	2.3	3.3	9	8	-4	601	-0.77	1614	2.5	958	-2.8%	i	5	-0.083	-0.17	0.22	0.092
CCN(CC)C(=O)/C(=C\c1ccc2c(c1)OCO2)NC(=O)c1ccc(Br)cc1	-14%	0.8	1.7	6.2	-2	-14	nt	nt	-1.7	1357	1.1	1370	-1.1%	i	-5	-0.12	-0.16	-0.15	-0.0098
COc1ccc(Br)cc1CNC(=O)C1CCN(S(=O)(=O)N2CCCCC2)CC1	-2.3%	4.0	3.3	1.9	17	12	nt	nt	0.16	1356	0.0	1328	-1.9%	i	13	0.59	-0.23	0.34	-0.93
CCO[C@@H]1OC(C(=O)NCc2ccccc2)=C[C@H](C2CCCCC2)[C@H]1CCCO	-2.7%	1.0	1.3	4.2	7	-4	-2	708	-1.1	1249	-1.0	1032	6.7%	i	34	-0.19	-0.24	0.17	-0.78
CC(=O)Oc1ccccc1N(C(C)=O)S(=O)(=O)c1cccc([N+](=O)[O-])c1	-0.1%	3.1	1.1	5.9	7	0	7	676	0.65	1420	0.6	1431	1.7%	i	17	0.54	0.39	0.66	-0.36
O=C(CCC1CCCN(C(=O)CC2=CCCCC2)C1)N1CCN(c2ccccn2)CC1 (stereo not drawn)	-2.2%	1.6	1.4	6.7	28	15	-10	725	nt	nt	3.1	912	4.5%	i	0	2.7	0.037	2.5	-1.8
COCCN(CCOC)S(=O)(=O)c1ccc(C(=O)Nc2nnc(C)o2)cc1	2.3%	2.6	2.3	15	2	-8	22	760	-0.04	944	nt	nt	-1.3%	i	12	-0.39	-0.16	-0.017	0.11
O=C(NC(=S)N1CCOCC1)C12CCC3CC(CC(C3)C1)C2	-6.7%	2.3	1.7	7.5	0	2	-9	681	0.1	1337	-1.0	503	-0.8%	i	1	0.46	-0.28	0.29	0.52
O=C(NNC(=S)Nc1ccccc1)c1cccc(S(=O)(=O)N2CCOCC2)c1	-2.7%	1.9	1.8	2.5	-10	-15	8	634	nt	nt	0.8	1532	-0.1%	i	0	1.2	-0.2	0.32	-0.57
CCCCc1c(O)n2c(nc3ccccc32)[nH]c1=O	-1.4%	1.8	2.0	4.1	10	16	3	709	nt	nt	nt	nt	1.8%	i	-8	-0.32	-0.13	-0.19	0.45
COCCNC(=O)CN(Cc1cccs1)C(=O)CCC(=O)Nc1nccs1	-8.1%	1.4	1.8	6.0	-1	-7	-2	669	-0.79	1633	1.1	935	0.2%	i	10	0.72	-0.19	0.59	-0.084
C(=N\N(Cc1ccccc1)c1ccccc1)/c1ccco1	-15%	1.5	2.1	6.6	17	1	15	702	0.66	1228	-1.5	1068	2.0%	i	12	-0.3	-0.16	-0.22	-0.46
O=S(=O)(Nc1nc(-c2sccc2Cl)cs1)c1cc(Cl)ccc1Cl	-4.6%	1.2	2.4	8.0	-20	-2	nt	nt	nt	nt	nt	nt	-0.1%	i	-5	0.61	-0.1	-0.28	-0.58
CCOCCCNC(=O)c1c[nH]c2ccc(OCC)cc2c1=O	nt	nt	nt	nt	nt	nt	-4	674	-2.1	938	-0.1	1286	nt	nt	nt	0.24	-0.18	0.67	-0.31
Cc1cc(C(=O)N/N=C/c2cc([N+](=O)[O-])cc(C)c2O)n[nH]1	-6.4%	2.2	2.4	9.3	-25	4	4	501	-0.24	2079	-0.3	988	-3.1%	i	9	-0.5	-0.27	-0.27	0.13
CCOc1ccc(OCC)c(S(=O)(=O)N2CCCCC2)c1	-2.5%	6.0	2.4	9.4	0	-12	nt	nt	-1.9	1258	-0.1	1123	1.9%	i	25	-0.94	-0.19	0.2	0.6
Cn1c(-c2ccc(F)cc2)cnc1NCc1ccc(F)cc1	-2.1%	3.3	1.4	1.1	5	12	nt	nt	-0.36	1041	-1.7	1416	-1.9%	i	-1	-0.4	-0.19	0.072	0.76
COc1ccc(/C=C2\N=C(SC)N(c3ccccc3OC)C2=O)cc1	-5.4%	1.2	1.2	5.3	12	-7	-10	710	-1.1	1228	4.7	1005	-16%	i	0	0.12	-0.38	-0.44	-0.098
Cc1ccc(N2CCCn3c2cc(C)c(C#N)c3=O)cc1C	1.5%	2.4	2.3	2.3	-14	-11	14	769	0.47	1113	-1.4	1228	0.6%	i	0	-1	-0.21	-0.33	-0.85
CC(=O)Nc1ccc(S(=O)(=O)NCc2cn3ccsc3n2)cc1	-11%	2.5	1.3	1.3	6	-2	-7	705	0.15	1261	-0.7	1249	-1.8%	i	-5	0.038	-0.25	0.35	0.61
CC(=O)c1cnc(N2CCCCC2)nc1C	-6.4%	2.9	2.0	4.9	12	19	-2	743	1	1288	-0.4	974	-1.0%	i	-8	-0.6	-0.22	0.054	0.45

The list goes on (2 carried over from the part before).
SMILES	XIAP displacement	MT stabilize HCS	MT stabilize HCS Hoechst-high %	MT stabilize HCS cytotoxicity %	WT yeast gro inh	WT yeast gro inh mutant strain	Lipid droplet	Lipid droplet cells 6.5 µM	Insulin prom up	Insulin prom up cell count	b-catenin transl	b-catenin transl cell count 5 µM	CSM14.1 death rescue	Autophagy HCS	Autophagy HCS cell loss 18 h	Dynein transport	Dynein transport cytoplasmic EGFP	Dynein transport nuclear GR-EGFP	Dynein transport cell count
CC(=O)Nc1ccc(S(=O)(=O)NCc2cn3ccsc3n2)cc1	-11%	2.5	1.3	1.3	6	-2	-7	705	0.15	1261	-0.7	1249	-1.8%	i	-5	0.038	-0.25	0.35	0.61
CC(=O)c1cnc(N2CCCCC2)nc1C	-6.4%	2.9	2.0	4.9	12	19	-2	743	1	1288	-0.4	974	-1.0%	i	-8	-0.6	-0.22	0.054	0.45
CC1CCC(C(=O)NC(C(=O)N2CCc3ccccc3C2)C(C)C)CC1 (stereo not drawn)	-4.9%	1.6	1.2	6.0	-2	-2	-7	747	nt	nt	2.4	903	-2.6%	i	-17	-0.39	-0.14	0.13	0.26
COC(=O)CNC(=O)c1cn(CC(C)C)c(=O)c2cc(OC)c(OC)cc12	-5.1%	4.9	3.7	12	3	-9	nt	nt	0.2	1472	-0.2	771	-0.1%	i	21	-0.27	1.6	0.21	-0.94
COC(=O)c1ccccc1NC(=O)Nc1cccnc1	-1.1%	1.8	2.1	7.8	5	14	4	767	-0.51	1370	-0.1	1160	-5.2%	i	-7	0.74	-0.24	0.4	0.3
CSc1nc(C)c(Cc2ccccc2)c(=O)[nH]1	-3.6%	2.1	0.9	4.4	1	6	-10	640	-0.8	1451	0.0	1536	-0.8%	i	2	-0.092	-0.28	-0.2	0.69
CSc1nsc(SC)c1NC(=O)OCc1ccccc1	1.3%	3.9	2.8	5.3	-5	95	nt	nt	-0.02	1322	4.1	1460	-1.1%	i	-14	0.52	-0.15	0.61	-1.2
COc1ccc(Nc2cc(C)c3ccc(O)cc3n2)cc1	nt	nt	nt	nt	nt	nt	1	672	0.74	907	1.2	1210	nt	nt	nt	-0.13	-0.23	0.38	0.33
COCCNC(=S)N/N=C/c1ccc(OCc2ccc(C(=O)OC)cc2)c(OC)c1	-3.3%	2.1	2.4	6.9	5	-14	5	730	0.72	1278	nt	nt	1.2%	i	2	-0.28	-0.31	-0.48	0.76
CC(CP(=O)(O)O)NC(=O)Cc1ccccc1 (stereo not drawn)	-1.2%	2.2	1.4	5.7	-3	29	nt	nt	-0.04	1613	-0.7	1314	-0.9%	i	9	0.21	-0.21	0.085	-0.044
Cc1nc(SCC(=O)c2cc3ccccc3oc2=O)c(C#N)c(-c2ccccc2)c1C(=O)Nc1ccccc1	-3.6%	11	2.1	23	-6	2	7	626	0.08	1536	-0.6	1085	-2.8%	i	3	0.094	-0.22	0.28	0.13
CCC(C)(C)n1nnnc1C(c1cc2cc(C)cc(C)c2[nH]c1=O)N1CCN(C(=O)c2ccco2)CC1 (stereo not drawn)	-6.2%	1.1	1.1	12	8	18	nt	nt	-0.65	1605	1.3	1406	-1.8%	i	4	-0.78	-0.21	-0.79	0.44
CCc1ccnc(NS(=O)(=O)c2ccc3c(c2)OCCO3)c1	nt	nt	nt	nt	nt	nt	1	749	0.09	1439	-0.3	1149	nt	nt	nt	-0.37	-0.27	-0.42	1.1
O=c1nc2n(c3ccc(Br)cc13)CCS2	-3.9%	3.6	2.6	6.9	-23	3	0	791	nt	nt	2.7	497	-1.0%	i	-4	-0.58	-0.15	-0.023	0.96
